MT stabilizer = microtubule stabilizers in HeLa cells | HeLa tubulin immunostaining HCS, 24 h; share of cells brighter than vehicle mean+2SD | % tubulin-high responders, % at 10 µM | 200,000 compounds, 0.83% hits | AID 2205;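 active means plate Z-score above 3 for both tubulin-high and condensed-nucleus cell shares, with cell loss under 80%, at 10 µM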;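 further: anti alpha tubulin signal scored within the nucleus-defined area of each cell; some results filed as inactive read as strong as hits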
Autophagy mod = alters autophagy in cells; MEF GFP-LC3 puncta imaging; test concentration mostly 10 µM; calls only at 10 µM (by protocol); AID 463193; 190,000 compounds, 0.98% hits;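 active means percentage of spot-positive cells more than 3 SD above its plate mean, without a fluorescence outlier flag or 80% toxicity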;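 further: spot-positive cell cutoff set from DMSO-treated cells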
b-catenin transl = alters nuclear translocation of beta-catenin in HeLa cells; immunofluorescence imaging; nuclear translocation activity, % at 5 µM; AID 1665; 190,000 compounds, 0.3% hits;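 active means nuclear translocation activity above 50% at 5 µM, with a well cell count of 50 or more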;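 further: per-cell ratio of nuclear to cytoplasmic median beta-catenin stain intensity; plate controls were DMSO negative control for no effect and GSK-3 inhibitor IX positive control for full effect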
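Test system: human HeLa cells, native beta-catenin. Compound dosing: 5 µM primary single dose, 0.1% DMSO, 0.02–20 µM confirmation series. Incubation: compound exposure 24 h at 37°C. Detection: beta-catenin immunostaining with DAPI counterstain, 20x imaging, 6 fields/well. Read-out basis: Nuclear/cytoplasmic beta-catenin signal ratio, % activation.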
Yfh1-depleted yeast = enhancers of respiration in Yfh1-depleted yeast, dose response, Friedreich's ataxia, plus single-dose screen (AID 1465); one-dose fold induction at 50 µM; EC50 in µM for titrated hits; S. cerevisiae Yfh1-off respiration, WST-1 reduction, 72 h; higher fold induction means a stronger effect; 220,000 compounds, 0.074% hits;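 active means fold induction of absorbance versus untreated yeast above a set limit, then at least 30% activation at any dose in follow-up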;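 further: activators that raise dye reduction in frataxin-depleted yeast; strong numbers were not always called active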
T cell HTS = T cell immune modulators affecting CD8 T cell-vesicle binding; 330,000 compounds, 0.068% hits; 2C CD8+ T cell-vesicle binding, flow cytometry; hits give low values; AID 2052; calls only at 7 µM;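 active means response, share of CD8 T cells binding vesicles, and their 90th percentile fluorescence all below set limits, cut at about 80% in these data, passing the limit was not always enough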
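Also added: QL9-peptide-loaded Drosophila micro-vesicles bearing Ld, ICAM-1 and B7-1; Test system: purified 2C TCR transgenic mouse naive CD8+ T cells; Measured by: cytometric PE anti-B7-1 and Alexa647 anti-CD8 signals after 1% paraformaldehyde fixation; Timing: binding step 1.5 h, 37 °C, antibody labelling 20 min, ice.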
Dynein transport = blocks dynein driven cargo transport along microtubules; 3617.4 mouse cells, GR-EGFP nuclear translocation imaging; test concentration mostly 20 µM; stimulated with dexamethasone, 1 µM; hits give low values; z-score, hits read low; AID 1381; 220,000 compounds, 0.47% hits;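 active means plate z-score of nuclear minus cytoplasmic receptor signal below a set negative limit, without overly bright fluorescence or cell loss, cut at about -3.5 in these data, passing the limit was not always enough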;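 further: z-score of nuclear minus cytoplasmic ring GR-EGFP intensity difference per well; some compounds called inactive have numbers as strong as hits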
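Buffer or medium: tet-free, stripped-serum medium; Also added: dexamethasone, 1.0 µM final; Technique: high-content fluorescence imaging after fixation; Times: 48 h induction, 1 h compound, 30 min dex at 37 °C; Read-out: per-cell GR-EGFP intensity, nucleus versus surrounding cytoplasmic ring, well-averaged.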
P. falciparum M1AAP = malaria alanyl aminopeptidase activity blockers – biochemical, fluorogenic H-Leu-NHMec substrate, 1536-well (AID 1445); recombinant M1AAP, H-Leu-NHMec fluorogenic kinetic assay; higher % means a stronger effect; one-dose inhibition, % at 30 µM; IC50 in µM for titrated hits; 220,000 compounds, 0.42% hits;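 active means primary inhibition above the hit cutoff, then over 50% inhibition at one or more dose response concentrations, cut at about 23% in these data, passing the limit was not always enough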;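 further: plate controls were DMSO full reaction for no effect and no enzyme background for full effect; strong numbers were not always called active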
P. falciparum M17LAP = P. falciparum M17LAP inhibitors, primary screen, biochemical, fluorogenic H-Leu-NHMec substrate, 1536-well (AID 1619). recombinant M17LAP, H-Leu-NHMec fluorogenic kinetic assay; higher % means a stronger effect. inhibition, % at 30 µM; hits with a dose series show IC50 in µM. 220,000 compounds, 0.38% hits;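 active means compound inhibiting the enzyme by more than half at any dose during confirmatory dose-response retesting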;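 further: plate controls were full reaction with DMSO carrier for no effect and no enzyme background for full effect; strong numbers were not always called active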
WT yeast gro inh = growth inhibition of WT yeast, mitochondrial fusion screen | mitochondrial fusion phenotypic screen, WT strain | 190,000 compounds, 2.1% hits | inhibition, % at 10 µM; in the data active means inhibition above about 58%; tested in S. cerevisiae
WT yeast gro inh mutant strain = further read-out of WT yeast gro inh, marked with its call; inhibition, %; mitochondrial fusion phenotypic screen, mutant strain inhibition
Dynein transport cytoplasmic EGFP = also measured in Dynein transport; calls as there; z-score; measured here: cytoplasmic GR-EGFP intensity; hits give high values
Dynein transport nuclear GR-EGFP = also measured in Dynein transport; calls as there; z-score; measured here: nuclear GR-EGFP intensity;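 lower value marks the stronger effect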
Dynein transport cell count = second read-out of Dynein transport, no call of its own (marks repeat the call); z-score; measured here: cell count per field
b-catenin transl cell count 5 µM = second read-out of b-catenin transl, no call of its own (marks repeat the call); cell count; measured here: cell count, cytotoxicity flag
T cell HTS vesicle-bound % = recorded beside T cell HTS, whose call it bears; double positive events, %; measured here: CD8+ vesicle-bound cell fraction;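 binding gate set so that unloaded-vesicle control wells show 10% double positive cells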
MT stabilizer Hoechst-high % = second read-out of MT stabilizer, no call of its own (marks repeat the call); % Hoechst-high responders; measured here: nuclear condensation Hoechst responders;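 share of cells brighter than vehicle mean plus two SD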
MT stabilizer cytotoxicity % = second read-out of MT stabilizer, no call of its own (marks repeat the call); toxicity, %; measured here: cytotoxicity by cell density;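 0% = mean cell density of plate MIN control wells and 100% = no cells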
Autophagy mod cell loss 18 h = also measured in Autophagy mod; calls as there; toxicity, %; measured here: cell loss, nuclei count;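 cell loss after 18 h compound exposure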
Active calls of the source: *; i = inactive; / = not tested or not shown; + = active, no number.

SMILES	MT stabilizer	MT stabilizer Hoechst-high %	MT stabilizer cytotoxicity %	Autophagy mod	Autophagy mod cell loss 18 h	b-catenin transl	b-catenin transl cell count 5 µM	Yfh1-depleted yeast	T cell HTS	T cell HTS vesicle-bound %	Dynein transport	Dynein transport cytoplasmic EGFP	Dynein transport nuclear GR-EGFP	Dynein transport cell count	P. falciparum M1AAP	P. falciparum M17LAP	WT yeast gro inh	WT yeast gro inh mutant strain
CCN(CC)c1ccc2cc(C#N)c(=O)oc2c1	3.4	2.6	2.0	i	17	1.6	939	i	i	48	0.11	0.17	0.2	-2.1	-3%	4%	-6	-2
O=C(Nc1nnc(-c2ccccc2F)s1)C1CCN(S(=O)(=O)c2ccc(Cl)cc2)CC1	2.3	3.4	7.0	i	-9	-3.2	1120	i	i	46	0.63	-0.28	0.094	0.71	7%	21%	-13	-1
NC(=O)C1=C[C@@H](c2ccc(C(F)(F)F)cc2)C[C@@H](OCCCCO)O1	1.8	1.4	2.8	i	6	-3.1	1193	i	i	44	-0.88	-0.31	-0.2	0.86	-1%	3%	-2	0
NC(=O)c1c(NC(NC(=O)c2ccco2)C(=O)c2ccc(Cl)cc2)sc2c1CCCC2 (stereo unspecified)	2.0	1.0	15	i	-2	/	/	i	i	18	-1.1	-0.047	-0.49	0.19	10%	11%	21	5
CCOC(=O)C1=C(C)NC2=C(C(=O)CC(c3cccs3)C2)C1c1cccs1 (stereo unspecified)	18*	36*	51*	+	63*	-3.1	1277	i	i	48	0.57	0.37	0.1	-1.2	4%	10%	2	-5
COCCCNC(=S)Nc1ccc(C)cc1	/	/	/	/	/	0.4	1332	i	i	30	0.16	-0.18	0.62	-1.4	5%	10%	/	/
Cn1cc(Br)c(C(=O)NNC(=O)c2ccc(Br)cc2)n1	3.5	1.5	11	i	3	-2.6	1139	i	i	46	-1.3	-0.2	-0.43	0.61	12%	2%	-9	14
CN1C(=O)N(C)C2(c3ccccc3)Nn3c(s/c(=C/c4ccccc4F)c3=O)=NC12c1ccccc1 (stereo unspecified)	4.9	1.1	4.4	i	-9	-1.4	1118	/	i	60	0.83	-0.25	0.52	-0.61	-2%	-7%	-4	-47
CSc1nccc(-c2nn(-c3ccc(C)cc3)ccc2=O)n1	57*	38*	34*	i	45	/	/	i	i	12	0.81	1.6	0.3	-0.016	11%	-3%	-13	-18
COC(=O)c1ccccc1NC(=S)NC(=O)CC(C)C	4.0	2.7	9.4	i	-22	-0.7	1341	i	i	24	-0.11	-0.22	0.56	0.39	16%	24%	24	15
Cc1ccc(-n2c(-c3cc(C)n(C)n3)n[nH]c2=S)cc1	2.8	2.4	5.1	i	19	/	/	i	i	36	-0.32	-0.13	-0.7	0.58	3%	-89%	17	0
C=CCOC(=O)CCC(=O)Nc1cccc2ccccc12	2.4	3.2	4.8	i	-14	-4.9	981	i	i	11	0.89	-0.21	1.3	0.13	4%	17%	24	1
CN(N)C(=S)Nc1ccc(F)cc1	5.7	1.6	7.1	i	5	-2.1	1054	i	i	19	-0.82	-0.33	0.2	0.63	-2%	5%	8	21
CCCC(C)NC(=O)COC(=O)c1ccccc1SCC(=O)NC(C)CCC (stereo unspecified)	4.7	1.9	13	i	13	-6.3	1126	i	i	28	0.51	-0.18	0.31	0.057	4%	-4%	7	-21
CCOC(=O)Cc1cc(=O)[nH]c(/N=C(/NC(=O)c2ccccc2)Nc2ccccc2C(F)(F)F)n1	1.2	1.2	7.4	i	0	/	/	i	i	17	-0.11	0.38	-0.0038	-0.59	4%	-10%	-14	-8
CCn1c(C)nc2cc(C(=O)NNS(=O)(=O)c3c(C)c(C)cc(C)c3C)ccc21	3.1	2.2	4.2	i	-1	/	/	i	i	42	-0.73	0.14	-0.49	0.19	10%	-1%	-9	-24
Brc1c(NC2=NCCN2)ccc2nccnc12	3.0	2.1	1.5	i	19	/	/	/	/	/	0.3	-0.13	0.61	0.59	12%	0%	-8	3
Cc1ccc(C(=O)CCC(=O)Nc2ccc(Cl)c(S(=O)(=O)Nc3cccc(Cl)c3)c2)cc1	3.0	3.5	9.2	i	1	-0.1	1039	i	i	41	-0.73	-0.1	-0.63	0.95	1%	-15%	-13	-4
Cc1noc(C)c1CSc1nc2sc3c(c2c(=O)n1C)CCCC3	1.5	2.3	9.2	i	0	/	/	i	i	12	0.97	-0.087	0.69	-0.16	0%	1%	15	16
Cc1cc(C(F)F)n2nc(C(=O)Nc3ccc(F)cc3F)nc2n1	2.6	0.4	31	i	7	-4.3	1206	i	i	42	-0.75	-0.27	-0.14	0.52	0%	4%	-3	-23
Cc1ccc(-c2nc3ccccc3o2)cc1NC(=O)Cc1cccs1	2.7	2.2	7.5	i	9	-1.2	1249	i	i	9	-0.34	-0.15	0.38	0.29	5%	6%	10	1
Clc1cnc(N/N=C/c2cccs2)c(Cl)c1	4.2	2.5	2.0	i	2	-0.9	1387	i	i	44	-1.4	-0.2	-1.2	0.93	4%	24%	8	8
O=C(Nc1ccccc1)n1cc(-c2ccccn2)c(N2CCOCC2)n1	6.6	6.1	11	i	-3	8.1	1059	/	i	59	0.14	0.79	0.24	-0.58	6%	4%	0	-7
N#CCOc1ccc2oc(-c3ccco3)cc(=O)c2c1	2.7	1.3	1.3	i	5	2.4	882	i	i	17	-0.35	-0.3	-0.33	0.78	4%	-1%	10	11
CC12CN3CC(C)(CN(C1)C3c1ccc3c(c1)OCO3)C2=O (stereo unspecified)	3.3	2.5	8.3	i	5	/	/	i	/	/	1.8	0.35	1.4	-1.9	4%	-10%	-7	-11
O=C(NC1(C(F)(F)F)NC(=O)N(Cc2ccco2)C1=O)c1cccs1 (stereo unspecified)	5.2	2.9	22	i	9	-7.3	974	i	i	12	2	0.26	1.1	-1.3	6%	-1%	-12	22
Cc1cc(S(=O)(=O)NC2CCCCC2)ccc1OCC(=O)NCc1cccnc1	2.1	1.2	4.6	i	29	/	/	i	i	16	-0.79	-0.19	-0.38	0.94	18%	-14%	-6	-5
Oc1ccc(Cl)cc1C=Nc1ccccc1Br	4.9	1.9	2.1	i	7	-1.3	932	i	i	49	-0.26	-0.29	-0.21	-0.09	1%	-1%	-4	-10
Cc1cccc(C)c1NC(=O)/C(C#N)=C/c1ccsc1	5.1	3.1	9.5	i	-2	0.1	1086	i	i	49	-0.38	-0.23	-0.44	0.56	2%	8%	0	7
CN(Cc1ccccc1)C(=O)c1cnc2n(c1=O)CCS2	2.3	2.2	7.6	i	-5	1.2	1086	i	i	47	-0.96	-0.27	-0.19	1	2%	8%	-8	-1
CC/C(C)=C1\SC(N2CCOCC2)=NC1=O	1.9	1.9	6.8	i	-12	-3.4	1194	i	i	36	-0.26	-0.29	-0.24	0.8	-4%	-3%	16	23
COC(=O)CSc1snnc1-c1ccc(F)cc1	1.0	1.4	4.9	i	-7	-4.7	1034	i	i	46	-0.93	-0.16	-0.19	0.68	1%	-5%	-5	6
Cc1ccc(NC(=S)NCc2cccs2)c(C)c1	1.7	1.2	7.4	i	6	/	/	i	i	31	-0.73	-0.2	-0.095	-0.13	-5%	2%	17	13
COc1ccc(-c2noc(-c3ccc(Cl)cc3)n2)cc1	4.8	2.8	5.9	i	-2	-0.1	1119	i	i	4	0.33	-0.21	0.067	0.31	/	/	/	/
COc1ccc(NC2=NCC(=O)N2c2ccccc2F)c(OC)c1	1.8	2.1	4.4	i	-15	-6.5	1075	/	i	31	-0.11	-0.21	0.2	0.29	-3%	19%	2	-8
Nc1ccccc1SCc1cn2ccccc2n1	5.0	1.8	3.6	i	-53	-0.1	539	i	i	45	-0.85	-0.052	0.11	0.98	3%	-9%	-14	-4
CC1Cc2ccccc2N1C(=O)CN1CCC(C(N)=O)CC1 (stereo unspecified)	4.0	2.3	5.3	i	-41	3.7	1111	i	i	61	0.23	-0.27	0.19	-0.14	-3%	-1%	1	0
O=C(Cn1cnc2cc([N+](=O)[O-])ccc2c1=O)N(Cc1ccccc1)C1CCS(=O)(=O)C1 (stereo unspecified)	3.8	2.5	6.7	i	12	-1.8	1130	i	i	19	-0.078	-0.32	-0.093	1	8%	57%	5	9
O=c1cc(O)c2ccccc2[nH]1	3.3	1.2	1.5	i	-9	-1.5	1091	i	i	12	1.2	-0.24	-0.15	-0.17	0%	55%	11	8

3 compounds out of the list above, sorted by the number in Dynein transport, high to low.
compound | Dynein transport
O=C(NC1(C(F)(F)F)NC(=O)N(Cc2ccco2)C1=O)c1cccs1 (stereo unspecified) | 2
Cc1noc(C)c1CSc1nc2sc3c(c2c(=O)n1C)CCCC3 | 0.97
CN(Cc1ccccc1)C(=O)c1cnc2n(c1=O)CCS2 | -0.96

Compounds as they come; overall some 4.4% were active at least once.
